# Bioassay records from PubChem BioAssay.
# Scp1 inh: blocks human Scp-1 phosphatase activity. 340,000 tested, 0.88% active. Q9GZU7. AID 493091. Recombinant Scp1, phosphopeptide, malachite green phosphate absorbance. inhibition, % at 20 µM;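 active = inhibition above about 50% at 20 µM, limit read from the data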;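 also: plate controls were DMSO wells with enzyme for no effect and wells lacking enzyme for full effect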
# Target sequence (Q9GZU7 76-261 limits assumed): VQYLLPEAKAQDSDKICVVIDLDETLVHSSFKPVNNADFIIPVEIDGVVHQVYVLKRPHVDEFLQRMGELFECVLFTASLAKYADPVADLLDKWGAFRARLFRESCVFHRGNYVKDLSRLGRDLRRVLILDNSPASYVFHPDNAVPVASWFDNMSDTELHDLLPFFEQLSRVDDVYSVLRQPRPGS
#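 Test system: SCP-1 phosphatase catalytic domain, residues 76-261; measured by: colorimetric phosphate reagent with accelerator and stabiliser, absorbance at 630 nm; timing: enzyme reaction 45 min at room temperature, colour 5 min, stabilisation 30 min; also added: Phosphorylated 17-residue peptide substrate; compound dosing: one concentration, 20 µM, with 1.0% DMSO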
# TbMetRS inhib: Trypanosoma brucei MetRS inhibition; purified T. brucei MetRS, ATP depletion, Kinase-Glo luminescence; inhibition, % at 11.9 µM; 360,000 tested, 0.4% active;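 active = inhibition above a per-plate cutoff of the control wells' mean inhibition plus 3 SD, cut at about 5.5% in these data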;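 also: 0% = DMSO wells median and 100% = median of wells with control inhibitor compound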
#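 Test system: purified T. brucei MetRS enzyme. Also added: ATP, methionine and E. coli bulk tRNA substrates. Compound: 11.9 µM single point. Schedule: 15 min enzyme-compound preincubation, 2 h reaction, 10 min detection, 25 °C. Signal: luciferase luminescence of residual ATP, Kinase-Glo. Evaluation: percent inhibition versus plate control medians. Controls: DMSO wells, low control.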
# MsrA inh: bovine MsrA inhibition | AID 651718 | inhibition, % at 15.5 µM | purified bovine MsrA, absorbance read-out | 360,000 tested, 0.75% active; in the data active = inhibition above about 4.5%;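 also: 0% = vehicle wells with enzyme and 100% = reference inhibitor wells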
# LMPTP block: blocks human LMPTP phosphatase; inhibition, % at 20 µM; AID 651560; recombinant LMPTP-A, OMFP fluorogenic substrate, fluorescence intensity; 360,000 tested, 0.22% active; P24666;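 active = compounds that cut the enzyme signal by at least half of the control window in the single-dose screen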;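 also: plate controls were DMSO wells with enzyme plus substrate for no effect and substrate without enzyme for full effect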
#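 Assay system: LMPTP-A phosphatase enzyme | Input: 0.625 nM enzyme | Also added: Fluorogenic phosphatase substrate OMFP at 400 µM final | Compound dosing: One test concentration per compound, 20 µM, with 3% DMSO overall | Schedule: 50 min enzyme reaction at room temperature, protected from light | Signal: Fluorescence intensity | Benchmarks: no-enzyme and uninhibited controls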
# MsrA act: activators of bovine methionine sulfoxide reductase A. 360,000 tested, 0.3% active. activation, % at 10.6 µM. AID 602163. purified bovine MsrA, absorbance read-out; in the data active = activation above about 7.5%;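 also: 0% = vehicle and 100% = reference activator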
# NRP1-CendR mod: NRP-1/CendR interaction modulation; O14786; FAM-RPARPAR peptide binding to NRP-1, fluorescence polarization; inhibition, % at 25 µM; 360,000 tested, 0.85% active; AID 602438;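 active = inhibition or corrected inhibition above about 18%, plus a signal ratio from 0.5 to 1.5, limit read from the data, passing the limit was not always enough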; also: strong numbers were not always called active
# SUMO1 PPI mod: alters human SUMO1 binding to SIM partners; P63165; SUMO1 binding to a labelled peptide, TR-FRET, 1 h; inhibition, % at 20 µM; 360,000 tested, 0.33% active; AID 602429; in the data active = inhibition above about 37%
# Target sequence (P63165 whole entry, looked up): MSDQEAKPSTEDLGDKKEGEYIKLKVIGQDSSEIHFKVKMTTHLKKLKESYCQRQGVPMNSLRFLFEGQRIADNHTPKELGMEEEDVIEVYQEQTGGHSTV
# eLon inh: inhibitors of E. coli Lon protease. P0A9M0. inhibition, % at 7.94 µM. purified E. coli Lon protease, fluorescence polarization. 360,000 tested, 0.42% active; in the data active = inhibition above about 13%, passing the limit was not always enough;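 also: 0% = enzyme with probe and DMSO and 100% = no enzyme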
# Target sequence (P0A9M0 whole entry, looked up): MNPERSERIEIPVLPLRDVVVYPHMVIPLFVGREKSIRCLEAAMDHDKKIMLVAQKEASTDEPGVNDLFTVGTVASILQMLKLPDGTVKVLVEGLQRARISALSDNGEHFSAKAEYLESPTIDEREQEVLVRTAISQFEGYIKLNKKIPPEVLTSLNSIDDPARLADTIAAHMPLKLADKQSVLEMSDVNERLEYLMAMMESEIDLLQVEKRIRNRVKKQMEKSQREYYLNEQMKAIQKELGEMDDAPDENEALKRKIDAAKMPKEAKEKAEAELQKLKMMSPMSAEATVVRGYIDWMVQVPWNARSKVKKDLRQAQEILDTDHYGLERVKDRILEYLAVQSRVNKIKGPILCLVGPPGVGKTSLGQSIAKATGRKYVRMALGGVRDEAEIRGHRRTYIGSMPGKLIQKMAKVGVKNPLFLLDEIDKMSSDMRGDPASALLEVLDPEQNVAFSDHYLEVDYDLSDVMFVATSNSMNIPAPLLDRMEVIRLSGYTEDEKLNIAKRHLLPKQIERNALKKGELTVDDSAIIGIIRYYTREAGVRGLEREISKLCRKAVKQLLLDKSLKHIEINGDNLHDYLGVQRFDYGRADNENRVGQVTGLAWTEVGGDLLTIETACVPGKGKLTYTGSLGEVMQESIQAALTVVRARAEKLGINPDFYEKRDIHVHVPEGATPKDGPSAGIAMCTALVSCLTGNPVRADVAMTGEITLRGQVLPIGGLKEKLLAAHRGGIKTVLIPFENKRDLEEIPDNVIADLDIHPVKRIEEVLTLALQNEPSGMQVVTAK
# STEP block: STEP (human) phosphatase inhibition; P54829; recombinant STEP, OMFP fluorogenic substrate, fluorescence; inhibition, % at 20 µM; 360,000 tested, 0.25% active; AID 588621;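 active = inhibition at 20 µM, scaled per plate between control wells, above about 37%, limit read from the data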;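 also: 0% = DMSO with enzyme and substrate and 100% = substrate only without enzyme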
#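 System: STEP (striatal-enriched tyrosine phosphatase) enzyme, cell-free; medium: Bis-Tris pH 6.0 buffer with DTT, detergent; dosing: 20 µM, 1% DMSO; times: reaction 20 min, ambient temperature; detection: fluorescence, 480/540 nm; read-out basis: normalized % inhibition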
# DNMT1 block: DNMT1 (human) enzyme inhibition; 360,000 tested, 0.83% active; P26358; inhibition (reported as % activation of signal), % at 10 µM; DNMT1 molecular beacon, Hinp1I cleavage, fluorescence; AID 588458; in the data active = inhibition above about 50%
# Active calls of the source: *; x = not tested or not shown.
SMILES,Scp1 inh,TbMetRS inhib,MsrA inh,LMPTP block,MsrA act,NRP1-CendR mod,SUMO1 PPI mod,eLon inh,STEP block,DNMT1 block
CCOC(=O)C1(C)NC(c2ccccc2F)C2C(=O)N(CC)C(=O)C21 (stereo not drawn),-1,-0.8,-1.8,-1.6,-9,9,-5,-3,0,2
CN1CC[C@]23c4ccccc4N[C@H]1[C@]21CCN(C)[C@H]3Nc2ccccc21,-9,-0.4,-1.4,-0.4,-1,-5,2,-4,-2,-4
CCOC(=O)c1cccc(C2=CC(=O)CC(C)(C)C2)c1,-8,-0.1,-0.3,-0.5,-1,3,-5,-2,4,0
O=C(Cn1c(=O)oc2cc(S(=O)(=O)N3CCCC3)ccc21)NC1CCCCC1,19,-0.6,0.8,-1.3,-2,-4,2,-6,8,3
COc1ccc(-c2nc3c(s2)CCc2onc(-c4ccc(Br)cc4)c2-3)cc1,6,-0.3,1.4,1.9,-3,-5,2,-7,1,4
Cc1cccc(C)c1NC(=O)C(C)NCc1cccs1 (stereo not drawn),x,-0.2,-0.4,0.0,-1,-4,-2,6,-1,4
Cc1ccc(OCC(=O)N(Cc2ccco2)C2CCS(=O)(=O)C2)cc1 (stereo not drawn),-8,0.1,-0.1,-1.6,-1,-2,1,-14,-2,0
Cc1ccc(NS(=O)(=O)c2cccc(C(=O)NCC3(N(C)C)CCCCC3)c2)cc1,-3,2.1,-0.5,0.4,0,10,2,-3,-1,-1
CCCNC(=O)Cn1c(=O)/c(=C\c2ccc(-c3cccc([N+](=O)[O-])c3)o2)s/c1=C\C(=O)C(C)(C)C,-7,-0.1,-0.6,1.9,-1,121,-14,-74,-14,30
CCN(CC)CCN(C(=O)c1ccc(S(=O)(=O)N2CCCC2)cc1)c1nc2cc(C)cc(C)c2s1,5,-0.7,-0.8,-1.4,-2,1,7,4,2,-1

# As a working copy, part of the list above:
SMILES,Scp1 inh,TbMetRS inhib,MsrA inh,LMPTP block,MsrA act,NRP1-CendR mod,SUMO1 PPI mod,eLon inh,STEP block,DNMT1 block
Cc1ccc(OCC(=O)N(Cc2ccco2)C2CCS(=O)(=O)C2)cc1 (stereo not drawn),-8,0.1,-0.1,-1.6,-1,-2,1,-14,-2,0
Cc1ccc(NS(=O)(=O)c2cccc(C(=O)NCC3(N(C)C)CCCCC3)c2)cc1,-3,2.1,-0.5,0.4,0,10,2,-3,-1,-1

# (further entries)
SMILES,Scp1 inh,TbMetRS inhib,MsrA inh,LMPTP block,MsrA act,NRP1-CendR mod,SUMO1 PPI mod,eLon inh,STEP block,DNMT1 block
CCc1nnc(NC(=O)C2(C)COC(c3ccccc3)OC2)s1 (stereo not drawn),55*,-0.9,-0.2,-1.1,-10,4,0,8,0,0
O=C(CCC(=O)Nc1ccc(F)cc1)N/N=C/c1ccncc1,-5,-0.4,-1.1,-1.9,-3,-9,7,2,-4,1
CCC(C(=O)N1CCOCC1)n1c(C(=O)OC)cc2occc21 (stereo not drawn),-3,-0.3,0.9,-0.6,2,-9,0,2,-3,5
O=C(COC(=O)CCCOc1ccccc1)NNC(=O)c1ccc([N+](=O)[O-])cc1,-9,0.9,0.9,-1.7,-2,0,-34,-10,1,1
CCC(C)(C)NC(=O)/C=C/c1ccc(OC)c(S(=O)(=O)N2CCOCC2)c1,-4,-0.2,0.2,0.8,-4,4,0,-6,2,-1
CC1CCCC(NC(=O)COC(=O)c2ccc(S(=O)(=O)N3CCOCC3)cc2)C1C (stereo not drawn),-2,-0.2,-1.2,-0.8,-2,4,-1,3,-2,2
O=C(Cc1csc(Nc2nc(=S)[nH]c3ccccc23)n1)NCc1ccccc1Cl,-3,-0.5,-0.2,-0.7,-5,-16,2,-9,2,42
O=C(CSc1ncccn1)Nc1cccc2ccccc12,-1,-1.0,1.2,-2.0,-6,5,-9,6,0,4
CCOc1ccc(C(C)=O)cc1CN1C(=O)NC2(CCCCC2C)C1=O (stereo not drawn),-4,-0.4,-0.6,1.4,-2,4,-3,-1,0,1
CCCNC(=O)N(C)C[C@@H]1Oc2ncc(Br)cc2C(=O)N([C@H](C)CO)C[C@@H]1C,x,0.8,-0.5,-2.5,0,-8,-3,-1,1,-1
CCOCCOC(=O)c1ccc(NC(=O)c2cc(OC)c(OC)c(OC)c2Br)cc1,-7,-1.0,-0.1,-0.6,-5,6,1,-5,-1,0
Cc1ccn2cc(CNS(=O)(=O)c3ccc(Cl)s3)nc2c1,-9,-0.1,-0.6,-1.1,0,-1,-4,3,-1,-1
CC(=O)Nc1ccc(S(=O)(=O)N2CCN(Cc3cccnc3)CC2)cc1,-1,-0.2,-1.2,-2.2,-2,10,0,-5,0,6
COCCNc1nc(NCCOc2ccccc2Cl)c2sccc2n1,x,1.1,-0.5,41,0,8,0,-17,2,-8
COC(=O)Nc1ccc(S(=O)(=O)N(C)CC(F)(F)C(F)F)cc1,-11,-0.5,0.5,0.1,-2,4,-4,3,-11,-1
CCC(C)(c1ccc(C(=O)OC)s1)c1ccc(C(=O)OC)s1,-12,-0.6,-0.7,4.6,-2,-14,-3,9,0,-5
Cc1ccc(N=C2NC(=O)CS2)cc1C,-4,-0.3,0.3,0.0,-4,-6,1,-6,-3,2
COc1cc(C(=O)NC(=S)NC(C)C)cc(OC)c1OC,-7,-0.5,0.1,-0.7,1,0,-1,-6,1,-2
CCc1ccc([C@@H]2CC=C(C(=O)O)[C@H](c3ccc(F)cc3)N2S(=O)(=O)c2ccc(C)cc2)cc1,-11,-0.1,0.3,0.9,-3,-8,5,-2,3,5
Cc1ccc2c(c1)N(CC(=O)NCCCN1CCCC1)C(=O)CO2,-7,0.2,-0.9,-1.6,-3,6,2,5,1,-2
CCOC(=O)c1c(C)[nH]c(C(=O)Nc2ccc(NC(C)=O)cc2)c1C,-29,-0.5,0.9,0.8,-6,-8,1,-14,-1,-1
COc1ccc(C2=NS(=O)(=O)N(C)C(C(=O)NC3CCCCC3)=C2)cc1OC,-11,0.3,3.9,-0.1,-2,-8,-17,2,5,-2
Cc1ccc(-c2nc3ccccc3n2C(C)C(=O)NC(C)(C)C)cc1 (stereo not drawn),x,-0.1,0.4,-0.9,x,8,1,x,x,x
Cn1nnnc1-c1cc(Cl)cc(Cl)c1,-1,-0.8,-0.1,-0.3,-4,3,-2,7,-1,4
O=c1[nH]c(C2CCN(S(=O)(=O)c3ccc(F)cc3)CC2)nc2c1nnn2Cc1ccc2c(c1)OCCO2,-5,-0.2,1.3,3.3,-1,-9,-1,8,-1,-6
CC(=O)Nc1ccc2cc3ccc(NC(C)=O)cc3nc2c1,-10,-0.5,1.6,3.6,1,18,-6,6,2,-1
Nc1nnnn1/N=C/c1cc([N+](=O)[O-])ccc1O,-9,0.3,1.9,-0.8,-3,4,-21,-3,-2,3
COc1cccc(-n2c(Cc3cc(=O)[nH]c(=O)[nH]3)nnc2SCC(=O)N2CCCCCC2)c1,-4,-0.3,-0.9,-0.1,0,-5,2,6,-2,-1
CC(=O)c1cn(CC(=O)NCc2ccc3c(c2)OCO3)c2ccccc12,8,1.7,0.7,-1.3,-1,0,2,-1,-2,-4
CCC(=O)Nc1ccc2c(c1)ncn2-c1ccc(C)cc1,-3,0.1,-0.1,0.7,3,2,7,0,3,2
CC1(C(=O)Nc2cnc3ccccc3c2)CCN1C(=O)C/C=C/c1ccccc1 (stereo not drawn),x,0.0,-0.6,-0.1,-9,-7,-3,11,-3,2
CCOc1ccccc1C(=O)N1CCN(c2cccc(Cl)c2)CC1,-1,0.1,-0.4,-1.4,-2,-14,-2,-6,-3,-3
Cc1ccc(-c2csc3ncnc(-n4nnc5ccccc54)c23)cc1,-12,0.0,1.2,0.4,-2,-12,-4,8,5,8
COc1cc2c(cc1OC)-c1n[nH]c(=S)n1C(C)(C)C2,-6,-0.1,1.3,-0.6,0,-3,4,0,0,1
O=C(Cc1cccs1)NCc1cccc(Cl)c1,-7,1.7,-1.5,0.5,-2,5,-2,0,-2,2
Cc1ccc(C)c(OCC(=O)Nc2ccc(S(=O)(=O)N3CCN(C)CC3)cc2)c1,-5,0.0,-0.9,0.3,2,1,1,2,1,-12
c1ccc(Cc2ccc(OCCn3cncn3)cc2)cc1,1,0.1,-1.3,-0.1,-2,-3,2,-7,0,-1
C/C(=N\NC(=O)CNC(=O)c1ccccc1F)c1ccco1,10,-1.0,0.2,-1.0,-8,2,-4,1,2,4
CCOC(=O)C1(Cc2ccc(Cl)cc2)CCN(C(C)Cc2ccc(O)c(OC)c2)CC1 (stereo not drawn),-5,-0.7,0.1,0.8,-3,-17,1,5,4,0
CC(C)Sc1nnc(Nc2ccccc2)s1,-11,-0.2,-0.2,-0.5,0,1,3,10,1,1
O=C(Nc1ccc(N2CCCC2)cc1)c1cc(Br)ccc1Cl,-5,-1.1,0.8,39,-4,-25,-27,-7,-1,50*
CCn1c(/C=C/Nc2ccccc2)[n+](CC)c2ccc(C(=O)OCC(F)(F)F)cc21,3,-0.1,0.8,-0.3,-2,-6,-2,-6,0,3
CCCCCC(=O)Nc1ccc(C(=O)COC(=O)CN2C(=O)NC3(CCCC3)C2=O)cc1,-11,-0.5,1.2,-0.5,-2,-22,5,-7,-2,-12
COc1cc(/C=N\NC(=O)c2ccc(Cl)cc2)ccc1Oc1ccc([N+](=O)[O-])cn1,3,-0.1,2.4,0.4,0,9,-19,-5,-1,-3
COCCCNc1nc2nonc2nc1N1C[C@H]2CC[C@H]1C2,-4,-0.6,2.8,-0.9,-5,0,-8,-13,1,-1
Cc1ccc(CN/C=C/C(=O)c2ccc(Br)cc2)cc1,-10,-0.7,x,4.9,-1,-6,0,4,-2,-8
COc1ccc(CNCc2ccc(OC)c3ccccc23)cc1,-2,0.1,0.3,-2.7,0,-7,-3,0,-3,2
CN(CCOc1ccc(Cl)cc1)C(=O)c1ccc(S(=O)(=O)N2CCOCC2)cc1,-5,0.2,-1.6,1.2,-4,3,-1,-6,-1,-2
Cc1ccsc1C(=O)N1CCN(c2ncccn2)CC1,-7,0.0,0.8,-0.5,-2,4,0,-17,0,4

# Structural class, the entries above containing two or more sulfur atoms.
SMILES,Scp1 inh,TbMetRS inhib,MsrA inh,LMPTP block,MsrA act,NRP1-CendR mod,SUMO1 PPI mod,eLon inh,STEP block,DNMT1 block
CCN(CC)CCN(C(=O)c1ccc(S(=O)(=O)N2CCCC2)cc1)c1nc2cc(C)cc(C)c2s1,5,-0.7,-0.8,-1.4,-2,1,7,4,2,-1
O=C(Cc1csc(Nc2nc(=S)[nH]c3ccccc23)n1)NCc1ccccc1Cl,-3,-0.5,-0.2,-0.7,-5,-16,2,-9,2,42
Cc1ccn2cc(CNS(=O)(=O)c3ccc(Cl)s3)nc2c1,-9,-0.1,-0.6,-1.1,0,-1,-4,3,-1,-1
CCC(C)(c1ccc(C(=O)OC)s1)c1ccc(C(=O)OC)s1,-12,-0.6,-0.7,4.6,-2,-14,-3,9,0,-5
CC(C)Sc1nnc(Nc2ccccc2)s1,-11,-0.2,-0.2,-0.5,0,1,3,10,1,1

# Hits appear at their usual frequency, and some 4.3% of all compounds hit somewhere here.
